From PubChem BioAssay
CHO parental Ca – ATP-evoked calcium signal inhibitors, parental CHO, primary screen, counter-screen for OX1R antagonist project, cell-based, fluorescence, Fluo-8 calcium dye | inhibition, % at 5.6 µM | actives 0.63% (n = 330,000) | parental CHO-K1, ATP-induced calcium, Fluo-8 fluorescence;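 active = inhibition above that plate's mean sample inhibition plus 3 SD, cut at about 26% in these data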;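 note: 0% = ATP-challenged DMSO wells and 100% = DMSO wells without ATP; some compounds past the cut are filed as inactive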
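Test system: untransfected parental CHO cell line; also added: ATP stimulus; dosing: 5.6 µM, single dose; signal: calcium-sensitive Fluo-8 fluorescence; measure: percent inhibition of ATP-evoked calcium rise, normalized to controls; benchmarks: low control ATP plus DMSO, high control DMSO only; replication: one well per compound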
CHRM1 antagonist – human M1 muscarinic receptor antagonists, primary screen, CHO-K1 cells, Fluo-8 calcium fluorescence, 1536-well; actives 1.3% (n = 360,000); inhibition, % at 3 µM; CHO-K1 hM1, ACh EC80 antagonist;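 active = percent inhibition above its own plate's cutoff, namely the mean of that plate's compound wells plus 3 SD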;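 note: peak over basal fluorescence ratio during 140 s after agonist addition; 0% = ACh EC80 plus DMSO and 100% = DMSO alone without agonist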
Target sequence (P11229 whole entry, looked up): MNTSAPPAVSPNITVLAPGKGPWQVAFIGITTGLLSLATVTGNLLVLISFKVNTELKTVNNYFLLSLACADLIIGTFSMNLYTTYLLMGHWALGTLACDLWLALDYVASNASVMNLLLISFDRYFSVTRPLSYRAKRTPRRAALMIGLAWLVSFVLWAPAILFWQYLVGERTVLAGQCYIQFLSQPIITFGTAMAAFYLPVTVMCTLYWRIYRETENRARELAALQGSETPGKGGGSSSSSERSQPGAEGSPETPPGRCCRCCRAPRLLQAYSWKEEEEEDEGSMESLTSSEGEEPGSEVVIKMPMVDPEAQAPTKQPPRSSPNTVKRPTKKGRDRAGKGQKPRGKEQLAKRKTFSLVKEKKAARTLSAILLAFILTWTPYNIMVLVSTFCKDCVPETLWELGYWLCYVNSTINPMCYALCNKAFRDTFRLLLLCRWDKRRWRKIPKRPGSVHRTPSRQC
M1 ag – human M1 muscarinic receptor agonists, primary screen, Fluo-8 calcium fluorescence, CHO-K1 cells, HTS. AID 588814, 2011. activation, % at 3 µM. CHO-K1 hM1, agonist mode; 0% DMSO, 100% acetylcholine EC100. actives 0.33% (n = 360,000);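 active = activation above the run's mean compound activation plus 3 SD, cut at about 16% in these data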;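 note: peak over basal fluorescence ratio within a 140 s kinetic read after compound addition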
CHO-K1 Ca antag – M1 antagonist counterscreen hit in parental CHO-K1 cells | actives 0.6% (n = 360,000) | AID 602250 | ATP-induced calcium, Fluo-8 fluorescence | inhibition, % at 3 µM;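 active = inhibition above a per-plate cutoff, the plate's mean sample inhibition plus 3 SD, cut at about 24% in these data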;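 note: 0% = DMSO plus EC80 ATP and 100% = DMSO alone without ATP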
CHRM1 PAM – human M1 muscarinic receptor positive allosteric modulators, primary screen, CHO-K1 cells, Fluo-8 calcium fluorescence, 1536-well; activation, % at 3 µM; AID 588819, 2011; actives 0.088% (n = 360,000); CHO-K1 hM1, ACh EC20; 0% = ACh EC20, 100% = maximal ACh; Muscarinic acetylcholine receptor M1 (Homo sapiens), P11229; in the data active = activation above about 19%, passing the limit was not always enough
M1 ag parental – counter-screen for M1 agonists: effect in parental CHO-K1 cells | Fluo-8 calcium fluorescence; scaled to maximal ATP response, vehicle zero | actives 0.48% (n = 360,000) | activation, % at 3 µM; in the data active = activation above about 15%;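 note: untransfected CHO-K1 host cells lacking M1 receptor as counterscreen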
CHRM4 antagonist – human M4 muscarinic receptor antagonists, primary screen, CHO cells, Fluo-8 calcium fluorescence; AID 624125, 2012; CHO-hM4 cells, ACh EC80; actives 0.73% (n = 360,000); Muscarinic acetylcholine receptor M4 (Homo sapiens), P08173; inhibition, % at 3 µM;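 active = inhibition above its plate's cutoff, the mean inhibition of sample wells plus 3 SD, cut at about 27% in these data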;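 note: 0% = acetylcholine EC80 with DMSO and 100% = DMSO without agonist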
Target sequence (P08173 whole entry, looked up): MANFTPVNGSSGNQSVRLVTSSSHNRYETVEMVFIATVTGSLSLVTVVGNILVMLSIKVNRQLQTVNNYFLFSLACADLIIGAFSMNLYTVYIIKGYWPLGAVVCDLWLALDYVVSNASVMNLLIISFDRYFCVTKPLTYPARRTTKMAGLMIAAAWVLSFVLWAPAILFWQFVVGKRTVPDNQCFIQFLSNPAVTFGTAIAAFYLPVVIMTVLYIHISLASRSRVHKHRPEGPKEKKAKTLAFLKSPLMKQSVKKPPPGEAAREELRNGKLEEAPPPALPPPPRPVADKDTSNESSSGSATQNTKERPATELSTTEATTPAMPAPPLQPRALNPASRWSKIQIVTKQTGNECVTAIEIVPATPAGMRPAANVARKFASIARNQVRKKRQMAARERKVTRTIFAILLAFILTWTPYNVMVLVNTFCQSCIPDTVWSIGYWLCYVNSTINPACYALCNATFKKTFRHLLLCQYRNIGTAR
M4 ag – human M4 muscarinic receptor agonists, primary screen, CHO-K1 cells, Fluo-8 calcium fluorescence; Muscarinic acetylcholine receptor M4 (Homo sapiens), P08173; CHO-K1 hM4/Gqi5; vehicle 0%, full acetylcholine response 100%; activation, % at 3 µM; actives 0.14% (n = 360,000); AID 624127, 2012;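 active = activation above the run mean over all test wells plus 3 SD, cut at about 32% in these data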;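 note: peak over basal fluorescence ratio per well then scaled between controls; 0% = DMSO wells and 100% = acetylcholine at EC100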
OXTR potentiate – human OXTR potentiators, primary screen, fluorescence, CHO-OTR cells, Fluo-8 calcium; Oxytocin receptor (Homo sapiens), P30559; Fluo-8 calcium fluorescence, potentiator mode; 0% = oxytocin EC15, 100% = EC100; activation, % at 3 µM; actives 0.061% (n = 320,000); AID 2445, 2010;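 active = activation above that plate's cutoff, the mean activation of tested compounds plus 3 SD, cut at about 6.6% in these data, passing the limit was not always enough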;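 note: 100% uses oxytocin at 75 nM as the full agonist control; some results filed as inactive read as strong as hits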
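test system = CHO-OTR cells, human receptor | compound = single-point 3.0 µM | schedule = 6 min compound pre-incubation at room temperature, 100 s kinetic read | signal = Fluo-8 no-wash calcium dye fluorescence, excitation 470-495 nm, emission 515-575 nm | repeats = single well per compound, singlicate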
Starred values were filed as active, the others as inactive; . = not tested or not shown.

SMILES	CHO parental Ca	CHRM1 antagonist	M1 ag	CHO-K1 Ca antag	CHRM1 PAM	M1 ag parental	CHRM4 antagonist	M4 ag	OXTR potentiate
CCSc1nnc(NC(=O)c2cc(OC)c(OC)c(OC)c2)s1	-2	3	-7	-3	-9	0.7	0	3	-10
COC(=O)c1ccc(NC(=S)NC(=O)C2CCC2)cc1	-12	-12	-5	-2	7	0.7	-8	2	10
N#Cc1ccc(Nc2nc(-c3ccc(O)cc3O)cs2)cc1C(F)(F)F	2	1	-7	-7	-7	3.7	3	12	-4
O=C(Nc1nnc(SCc2ccc(F)cc2)s1)c1ccccn1	.	12	-9	14	1	1.7	3	4	.
c1coc(-c2nnc(SCc3nc4ccccc4[nH]3)o2)c1	-10	-1	-4	-4	2	0.6	-4	2	-5
CCCc1cc(=O)[nH]c2nnc(SCC(=O)Nc3nccs3)n12	-1	-8	-2	-4	9	0.9	-18	0	-4
CCCCn1c(N)c(NCC(C)C)c(=O)[nH]c1=O	8	-8	-2	5	9	-0.2	5	0	-6
Cc1ccc(C)c(N2CCN(C(=O)c3nn(C)c4c3CS(=O)(=O)c3ccccc3-4)CC2)c1	-12	6	0	-4	-4	12	5	22	-7
Cn1nnnc1-c1cc(Br)ccc1NC(=O)c1ccccc1	-3	-2	-3	-2	-1	0.6	-2	0	-2
O=C(N/N=C/c1cn[nH]c1-c1ccc(F)cc1)c1ccncc1	5	-6	-4	-2	4	0.7	5	0	-3
O=C(CSCc1cccc(Cl)c1)OCc1nc2ccsc2c(=O)[nH]1	-17	-26	1	-10	9	0.8	-20	2	-6
C=C(C)C(=O)Nc1cccc(C(C)=O)c1	-2	-18	-2	8	3	-0.3	5	0	-3
COCCN1C(=O)CCC1(C)c1nnnn1Cc1ccccc1 (stereo not given)	.	.	.	-10	.	0.6	-8	1	.
COc1cc2c(cc1OC)C(c1ccc3c(c1)OCO3)C1=C(CC(C)(C)CC1=O)N2 (stereo not given)	-11	10	-4	-5	-8	0.4	-3	2	-12
CCN(CC)CC(=O)Nc1ccc(/C(C)=N/NC2=NCCN2)cc1	-16	-5	-10	-3	4	0.0	-1	1	-5
CCN(CC)C(=O)CC(c1ccc2c(c1)OCO2)c1c(O)cc(OC)cc1OC (stereo not given)	-16	-3	-2	-9	2	0.1	6	0	-5
COC(=O)C(C)Sc1nc(NCc2ccccc2)nc(N(C)C)n1 (stereo not given)	-25	-8	-2	3	10	0.0	-13	2	-4
CCC(C)c1ccccc1N1CC(C(=O)N2CCN(S(=O)(=O)c3ccc(F)cc3)CC2)CC1=O (stereo not given)	-17	-8	-5	-7	7	1.3	-20	5	-1
Cc1noc(C)c1CSc1nnc(-c2ccncc2)n1-c1ccc(Cl)c(Cl)c1	-8	10	-4	1	-4	0.2	-1	0	10
O=C(COC(=O)CCC(=O)c1ccc(Cl)cc1)NCc1ccco1	-4	1	1	-9	18	-1.0	-16	5	-10

Profiles as entered above. Order of values: CHO parental Ca	CHRM1 antagonist	M1 ag	CHO-K1 Ca antag	CHRM1 PAM	M1 ag parental	CHRM4 antagonist	M4 ag	OXTR potentiate
Shown for O=C(CSCc1cccc(Cl)c1)OCc1nc2ccsc2c(=O)[nH]1 = -17	-26	1	-10	9	0.8	-20	2	-6
Shown for CCN(CC)C(=O)CC(c1ccc2c(c1)OCO2)c1c(O)cc(OC)cc1OC (stereo not given) = -16	-3	-2	-9	2	0.1	6	0	-5

Following part
SMILES	CHO parental Ca	CHRM1 antagonist	M1 ag	CHO-K1 Ca antag	CHRM1 PAM	M1 ag parental	CHRM4 antagonist	M4 ag	OXTR potentiate
O=C(NCCCN1CCOCC1)c1cc(-c2ccccc2)on1	-6	13	-5	1	-13	0.4	-6	2	-5
O=C(CCc1ccccc1)C(=O)N1CCCC(C(=O)c2cccc(Cl)c2)C1 (stereo not given)	-12	7	-7	6	-6	-0.1	1	1	0
CC12CCC(C/C1=N\N=C1\NC(=O)/C(=C\c3ccc(Cl)cc3)S1)C2(C)C (stereo not given)	0	6	-2	18	0	-0.1	13	-1	-5
CCc1ccc(OCC(=O)N(Cc2ccccc2)C2CCS(=O)(=O)C2)cc1 (stereo not given)	-9	-5	-2	-9	8	1.5	-3	3	-9
COc1ccc(CCNc2nc(C)nc3c2oc2ccccc23)cc1OC	58*	30	5	16	-13	13	23	21	-8
NC(=O)c1ccc(-c2c(-c3ccccc3)sc3ccccc23)cc1	-15	-2	-6	-12	9	0.8	2	-1	-3
CCOc1ccccc1NC(=O)CCSc1nc2n[nH]c(C)c2c(=N)n1-c1ccccc1Cl	-25	34*	-3	-14	-13	2.4	2	8	-6
COc1cc(OC)c(C2CC(=O)N3CN(C)CSC3=C2C#N)cc1OC (stereo not given)	-10	-5	-2	1	1	0.6	6	0	-2
CCCCOc1ccc(C(=O)N/C(=C/C=C/c2ccccc2)C(=O)NCCO)cc1	-12	5	-1	6	-1	-0.3	-1	1	-5
O=C(C1=CC=CN2CCS(=O)(=O)N=C12)N1CCN(c2cccc(Cl)c2)CC1	1	-2	-3	-18	3	0.5	17	1	-3
CN(C)/C=C/c1c([N+](=O)[O-])c2ccc(O)cc2n1-c1ccccc1	-2	-9	-3	-2	8	0.2	0	0	1
COc1ccc(CC(=O)NCc2nnc(SCC(=O)Nc3nccs3)n2C)cc1	-4	2	-3	-8	3	-0.9	-18	-1	1
COc1nc(N)c(S(=O)(=O)c2ccc(C)cc2)cc1C#N	-8	0	3	5	-2	3.0	-4	4	-1
COC(=O)c1cc(OC)c(OC)cc1NCC(=O)Nc1cccc(C(F)(F)F)c1	4	4	0	2	1	1.5	5	3	-15
COc1ccc(OCCCC(=O)N(C)CC(=O)Nc2c(C)cccc2C)cc1	-24	8	3	14	11	0.2	-9	5	-7
COc1ccccc1N1CCN(C(=O)c2c(-c3ccccc3Cl)noc2C)CC1	-17	-9	3	13	-4	3.7	-5	9	-8
COC(=O)c1cc(NC(=O)COC(=O)C2COc3ccccc3O2)cc(C(=O)OC)c1 (stereo not given)	5	3	0	-5	-4	4.9	-5	13	-7
C=CC[n+]1ccc2ccccc2c1C	-7	-4	-13	0	4	-0.3	-5	0	-6
CC1CCCN(Cc2c(O)ccc3c2O/C(=C\c2ccco2)C3=O)C1 (stereo not given)	-8	-4	0	-12	7	0.3	20	2	-15
COCCNC(=O)C(=O)NCC1OCCN1S(=O)(=O)c1cc(F)ccc1F (stereo not given)	-13	-5	-2	-3	2	0.3	5	2	5
COc1cccc(CNC(=O)CCCNC(=O)c2ccc(Cl)cc2)c1	-11	-2	-3	2	4	0.3	1	1	-12
CC(C)(c1ccccc1)c1ccc(OCc2ccc(C(=O)O)o2)cc1	.	-7	0	9	0	2.9	2	1	.
O=C(Nc1ccc(S(=O)(=O)N2CCCC2)cc1)c1ccc(CN2CCOCC2)cc1	-9	3	2	-5	-6	4.9	2	12	-18
O=C(COc1ccc(Cl)cc1Cl)NC(=S)N1CCCc2ccccc21	-10	-8	-7	-22	3	0.2	-11	1	-7
C=C[C@@H]1c2ccccc2N(S(=O)(=O)c2ccc(C)cc2)[C@H](c2ccc(C(=O)OC)cc2)C1(C#N)C#N	-23	4	-5	-5	4	2.1	-6	0	-4
C/C(=N\OCC(=O)Nc1ccc(OC(F)(F)F)cc1)c1ccc2c(c1)OCCO2	-14	-17	-3	-8	0	0.6	2	0	-9
c1ccc(-c2nn3c(-c4ccco4)nnc3s2)nc1	9	-2	-4	-10	2	0.3	-15	1	-9
COc1cccc(Nc2nc3ccccc3nc2-n2nc(C)cc2C)c1	0	-24	0	-4	17	0.1	-6	-1	-9
CCOC(=O)N1CCC(NS(=O)(=O)c2ccc3c(c2)OCC(=O)N3)CC1	-2	-11	0	-23	12	0.4	2	0	-8
Cc1ccc(NC(=O)CN2C(=O)N/C(=C/c3ccc(N4CCOCC4)cc3)C2=O)cc1	-1	-4	-6	-7	3	0.6	4	0	-6
CC(C)Cn1c2c(c(O)c(C(=O)Nn3c(Cc4ccccc4)nc4ccccc4c3=O)c1=O)CCCC2	-16	-3	-5	-2	3	-0.2	4	0	-4
O=C1c2cccc3cccc(c23)C(=O)N1/N=C/c1ccc(O)cc1O	-1	-5	-4	12	9	0.2	2	1	-4
CCNC(=S)Nc1cccc(F)c1C	3	2	-3	-1	-14	5.9	-4	20	-2
C[C@H](NC(=O)c1nc[nH]c1C(=O)NCC(=O)OC(C)(C)C)c1ccccc1	-17	-2	-1	4	0	2.2	-10	3	5
O=C(CSc1ccccn1)NC1CCCc2c1cnn2-c1ccccc1F (stereo not given)	.	8	-2	-6	-7	1.2	-8	3	.
Cc1cc(=O)oc(C)c1C(=O)NCc1ccccc1	-6	-21	-2	-4	3	-0.2	-3	1	7
CCN(Cc1ccccc1)S(=O)(=O)c1ccc(C(=O)Nc2nnc(C)o2)cc1	-17	-3	1	9	4	-0.1	10	1	7
O=c1cc(N2CCN(c3ccccc3)CC2)[nH]c(=O)n1Cc1ccc(F)cc1	-4	-3	-3	-2	-3	2.1	-3	5	-4
Cn1c(=O)c2c(ncn2CC(=O)OCC(=O)NCc2ccc(Cl)cc2)n(C)c1=O	-15	2	-2	-4	1	0.6	-14	1	-3
COc1ccc(CNC(=O)C/C(C)=N/NC(=O)c2ccc([N+](=O)[O-])cc2Cl)cc1	-22	-15	-8	-10	19	1.2	-2	1	5
CCCCCCCC(=O)NC1=NC(=O)C(C)(C)S1	-12	-6	-3	-4	6	-0.2	-2	1	-4
CC1CCN(C(=O)C(C)NCc2ccc(F)cc2)CC1 (stereo not given)	-15	-12	-9	-13	3	0.3	-1	0	5
COc1cc(/C=N/NC(=O)c2ccncc2)ccc1OCc1cnc(Cl)s1	-4	1	1	-7	5	2.4	2	6	-3
O=C(Nc1cccc(C(=O)O)c1)/C(=C/c1cccc([N+](=O)[O-])c1)NC(=O)c1cccc(Br)c1	-3	-13	0	-3	15	0.1	-3	0	2
C[C@@H]1COC(=O)[C@H](CC(=O)OC(C)(C)C)C/C=C\C[C@@H](CC(=O)N(CCO)Cc2ccccc2)C(=O)N1	6	-12	0	-12	19	0.9	-11	1	-6
COc1ccc2[nH]cc(C(=O)CN3CCC(C)CC3)c2c1	-6	-4	-6	-6	8	-0.1	9	1	-1
CCOC(=O)C1=C(C)N=c2s/c(=C\c3cccc(OCC(=O)O)c3)c(=O)n2C1c1ccccc1 (stereo not given)	.	-14	0	-8	4	0.4	6	0	.
Cc1ccccc1-c1nnc(-c2ccccc2)o1	-26	-8	-3	3	2	0.1	4	-1	3
O=C(COC(=O)CNC(=O)c1ccc(Br)cc1)NCCC1=CCCCC1	7	8	-3	-10	-1	1.1	3	0	-8
CCn1nc(NS(=O)(=O)c2ccccc2)c2cc3cccc(C)c3nc21	-14	-2	-6	11	3	-0.1	-2	0	-8

Compounds were not picked by outcome. Share with any hit: about 2.9%.
